APEX1 inh = APE1 (human) endonuclease inhibition. P27695. recombinant APE1, TAMRA/BHQ-2 abasic DNA cleavage fluorescence. Potency, µM (top dose mostly 65.8 µM), for inactives: at the top dose activity change, negative = inhibition, hits mostly inhibitors. actives 0.35% (n = 350,000);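 also: plate controls were vehicle for no effect and reference inhibitor for full effect; nearly all actives have a fitted effect of over 55% in size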
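Kinetic fluorescence read (525 ex/598 em nm, three reads 60 s apart) of AP-site incision; signal = third minus first read. Enzyme 0.75 nM, dual-labelled THF duplex 50 nM, compound preincubation 15 min RT.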
Apoferritin bind = candidate novel general anesthetic via apoferritin binding; P02791; apoferritin/1-aminoanthracene competitive binding, fluorescence; Potency, µM (highest dose often 77.5 µM), without a hit: top-dose activity change, negative = displacement, most hits filed as inhibitors; actives 0.074% (n = 350,000); also: % is scaled to controls: 0 for no effect and ±100 for the full control effect; nearly all actives have a fitted effect of over 20% in size
Target sequence (P02791 2-175 limits assumed): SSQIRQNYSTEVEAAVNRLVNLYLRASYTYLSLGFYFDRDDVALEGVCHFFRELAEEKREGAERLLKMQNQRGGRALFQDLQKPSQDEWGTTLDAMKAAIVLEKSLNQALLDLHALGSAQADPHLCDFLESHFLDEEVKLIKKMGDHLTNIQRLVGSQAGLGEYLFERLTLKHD
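Read-out: endpoint 1-AMA fluorescence, excitation 380 nm and emission 535 nm, after compounds sit 10 min at room temperature with 10 uM horse-spleen apoferritin in 50% saturated 1-AMA/PBS. Values come from four-parameter Hill fits.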
POLI inh = blocks human DNA polymerase iota activity; Q9UNA4; Pol iota fluorescent replication assay, 10 min; Potency, µM (top dose mostly 115 µM), without a hit: at the highest dose activity, negative = inhibition, hits mostly inhibitors; actives 1% (n = 390,000)
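Pol iota at 10 nM preincubated 15 min with compounds at room temperature; reaction started with fluorescent substrate, 50 nM final. Fluorescence read kinetically at 0 and 10 min; buffer-only wells as negative control.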
Pol beta inh = inhibitors of human DNA polymerase beta | Potency, µM (series often up to 114 µM), for inactives: at the highest dose activity change, negative = inhibition, most hits filed as inhibitors | P06746 | AID 485314 | Pol beta primer extension/strand displacement, fluorescence kinetic | actives 1.3% (n = 340,000); also: % is scaled to controls: 0 for no effect and ±100 for the full control effect
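Human Pol beta at 10 nM; strand-displacement substrate 50 nM final. Compound exposure 15 min at room temperature before start, reaction 10 min at room temperature.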
G9a block = blocks human histone lysine methyltransferase G9a. Potency, µM (highest dose often 102 µM), for the others: at the highest dose activity, negative = inhibition, hits mostly inhibitors. AID 504332. Q96KQ7. G9a H3K9 monomethylation, AlphaScreen, 2 h. actives 8.8% (n = 350,000); also: % is scaled to controls: 0 for no effect and ±100 for the full control effect; nearly all actives have a fitted effect of over 75% in size
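Step 1: enzyme (final 20 nM) with compound, 15 min RT. Step 2: substrate peptide 500 nM and SAM 20 uM, 2 h RT. Step 3: anti-H3K9me1 antibody and AlphaScreen beads, 10 min, then plate read.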
BAZ2B block = inhibitors of human BAZ2B bromodomain. Potency, µM (titrated, usually from 114 µM), for inactives: at the highest dose activity change, negative = inhibition, most hits filed as inhibitors. actives 4.4% (n = 360,000). AID 504333. AlphaScreen BAZ2B-H3K14Ac peptide displacement. Q9UIF8; also: % is scaled to controls: 0 for no effect and ±100 for the full control effect; nearly all actives have a fitted effect of over 60% in size
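BAZ2B (50 nM) with biotin-H3(5-23)K14Ac peptide (50 nM) in PBS pH 7.4, 0.01% Tween-20, preformed 30 min, then compound 30 min at room temperature; top concentration 110uM. AlphaScreen streptavidin donor/nickel chelate acceptor beads (10 ug/mL final), 20 min dark, signal read.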
Pol eta inh = DNA polymerase eta (human) inhibition; Q9Y253; recombinant Pol eta, fluorescent DNA replication assay; Potency, µM (titrated, usually from 114 µM), without a hit: at the highest dose activity change, negative = inhibition, hits mostly inhibitors; actives 1.2% (n = 390,000); also: % is scaled to controls: 0 for no effect and ±100 for the full control effect
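Fluorescent replication assay: 50 nM final substrate added after a 15 min room-temperature compound preincubation with 10 nM enzyme. Signal taken at 0 min and again at 10 min.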
POLK inh = inhibitors of human DNA polymerase kappa | purified Pol kappa, fluorescent DNA synthesis assay, 10 min | actives 0.53% (n = 400,000) | Q9UBT6 | Potency, µM (highest dose often 107 µM), inactives show at the highest dose activity, negative = inhibition, hits mostly inhibitors | AID 588579; also: % is scaled to controls: 0 for no effect and ±100 for the full control effect
Target sequence (Q9UBT6 whole entry, looked up): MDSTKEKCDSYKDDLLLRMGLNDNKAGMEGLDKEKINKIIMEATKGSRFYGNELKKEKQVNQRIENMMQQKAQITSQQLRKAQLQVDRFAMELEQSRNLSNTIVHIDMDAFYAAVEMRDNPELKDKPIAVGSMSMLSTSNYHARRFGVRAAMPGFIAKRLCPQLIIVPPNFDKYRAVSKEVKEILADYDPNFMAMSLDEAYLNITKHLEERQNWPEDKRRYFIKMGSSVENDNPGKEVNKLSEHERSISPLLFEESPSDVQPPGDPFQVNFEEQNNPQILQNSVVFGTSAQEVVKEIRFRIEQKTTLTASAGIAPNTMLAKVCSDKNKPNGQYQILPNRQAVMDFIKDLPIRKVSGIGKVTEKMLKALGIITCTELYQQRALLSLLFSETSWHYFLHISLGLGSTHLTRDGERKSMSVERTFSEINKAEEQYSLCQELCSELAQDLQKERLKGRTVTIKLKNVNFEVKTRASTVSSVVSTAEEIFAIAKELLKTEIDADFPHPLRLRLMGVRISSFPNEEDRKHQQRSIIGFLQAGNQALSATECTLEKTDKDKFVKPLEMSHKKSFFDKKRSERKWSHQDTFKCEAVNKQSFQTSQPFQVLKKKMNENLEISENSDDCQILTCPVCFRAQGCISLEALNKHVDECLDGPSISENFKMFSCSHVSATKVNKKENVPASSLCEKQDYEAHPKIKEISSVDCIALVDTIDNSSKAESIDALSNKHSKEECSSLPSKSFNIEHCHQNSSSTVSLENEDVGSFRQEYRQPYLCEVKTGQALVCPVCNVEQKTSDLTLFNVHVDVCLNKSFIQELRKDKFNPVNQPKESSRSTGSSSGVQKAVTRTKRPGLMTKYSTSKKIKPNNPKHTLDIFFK
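10 nM Pol kappa preincubated 15 min at room temperature with compounds, then reaction started with substrate at 50 nM final. Fluorescence read kinetically at 0 and 10 min; buffer-only wells served as negative control.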
BLM helicase inh = inhibitors of human Bloom syndrome helicase BLM; recombinant BLM DNA unwinding, fluorescence dequenching; Potency, µM (highest dose often 56.1 µM), for inactives: at the top dose activity change, negative = inhibition, actives largely listed as inhibitors; actives 0.2% (n = 350,000); AID 2528;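 also: plate controls were vehicle for no effect and no enzyme for full effect; nearly all actives have a fitted effect of over 35% in size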
Starred values were filed as active, the others as inactive; ? = inconclusive; nt = not tested or not shown; & = joins results of further samples; [ ] = another dose, or the depositor's remark. Calls follow the shape of the dose curve; as a rule, active = well fitted curve in the direction sought with a large enough effect; inconclusive = small, poorly fitted or top-dose-only effect, or another doubt; inactive = no such curve, though single readings can be large; an effect the other way counts as inactive or inconclusive. Potency is read from the fitted curve at half-maximal effect. Only part of the results is shown, so the mix of outcomes need not match the whole.

# | molecule | APEX1 inh | Apoferritin bind | POLI inh | Pol beta inh | G9a block | BAZ2B block | Pol eta inh | POLK inh | BLM helicase inh
1 | Cn1cc(-c2ccccc2C(N)=O)c(=O)c2cc(Cl)ccc21 | -1.8% | -0.2% | 74.7%[activator] | 9.8% | 8.5% | -2.5% | -20.0% | 0.0% | 4.6%
2 | C/C(=N\OCc1ccccc1C#N)c1cc2ccccc2o1 | -6.8% | -4.6% | 61.0%[activator] | -4.0% | 356.5%[activator] | 298.2%[activator] | -16.1% | -16.5% | -5.2%
3 | COc1ccc(/C(C)=N/NC(=O)c2ccc(CSc3nncn3C)cc2)cc1 | 0.1% | -8.9% | 73.8%[activator] | 9.2% | 25.1% | -13.1% | -25.3% | -3.4% | -2.6%
4 | CN1CCC(=O)N([C@H](CSc2ccccc2)Cc2ccccc2)CC1 | 8.2% | -10.4% | 9.9%&0.3% | 10.4% | 4.7% | -6.2% | -0.2% | 8.6%&-4.1% | 1.2%
5 | CN(C)c1nc(N)nc(Nc2ccccc2C#N)n1 | 0.8% | 2.6% | 9.8% | -1.5% | 5.0%[59 µM] | -0.8% | -15.9% | -2.0% | 4.0%
6 | Cc1c(N=C2SCC(=O)N2/N=C/c2ccccc2Cl)c(=O)n(-c2ccccc2)n1C | 5.4% | -18.1% | 0.1% | 2.8% | ? | -26.2% | 9.0% | -9.2% | 3.0%
7 | Cc1ccc(S(=O)(=O)N2CCCC(C(=O)NC3CCCC3)C2)cc1Cl (configuration not stated) | 43.3%[activator] | -9.3% | 76.1%[activator] | 16.2% | 9.4% | -2.6% | -1.1% | -3.0% | -2.9%
8 | COc1ccc(C(=O)COC(=O)c2cc(-c3cccs3)nc3ccccc23)cc1 | nt | -10.4% | 7.4% | 9.3% | 21.3%[59 µM] | 27.4% | -10.8% | -5.7% | -7.7%
9 | COc1ccc(Cl)cc1NC(=S)N(Cc1cccnc1)Cc1ccco1 | -0.3% | -22.9% | 156.9%[activator] | 3.9% | ? | -34.3% | -7.9% | 0.6% | -5.4%
10 | COc1ccc(OC)c(-c2cc(C(=O)Nc3c(C)nn(Cc4ccc(Cl)cc4)c3C)no2)c1 | 5.0% | -11.9% | -5.5% | 24.7% | ? | -5.8% | -10.1% | -24.0% | -11.8%
11 | Cn1c(CCNC(=O)c2ccco2)nc2cc(NS(=O)(=O)c3ccc(Cl)cc3)ccc21 | 9.0% | -3.6% | 11.8% | 7.6% | ? | 12.7% | -13.1% | -4.0% | 0.8%
12 | COc1ccc(C)cc1-n1cnnn1 | 9.3% | 39.2%[activator] | -11.2% | -3.6% | nt | 3.6% | -4.6% | -17.3% | 0.4%
13 | Cc1cc(C)cc(NC(=O)NCC(O)COc2ccc([N+](=O)[O-])cc2)c1 (configuration not stated) | ? | ? | 17.1% | ? | 6.8% | 0.9% | -17.0% | -9.0% | 9.8%
14 | CCOC(=O)c1sc(N)c(C#N)c1COC(=O)CNC(=O)c1ccccc1 | -2.4% | -19.8% | 24.4% | 33.9% | 12.4% | 9.9% | -4.2% | 1.2% | -2.1%
15 | CCC1=C(OC(=O)N(CC)CC)N2C(=O)OC(=NCC3CC3)[C@]2(Cc2ccccc2)[C@H]2C1=CC[C@H]1C(=O)N(c3ccccc3)C(=O)[C@H]12 | -6.3%&7.7% | -13.0%&-9.8% | 23.8% | 3.9% | 17.1%[12.7 µM] | -7.6% | -18.8% | 3.7% | -11.8%&-15.6%
16 | COC(=O)Cc1ccc(NC(=S)NCc2ccccc2)cc1 | -0.1% | -10.1% | 128.1%[activator] | -24.4% | 10.0%[59 µM] | -2.7% | -7.8% | -8.6% | 3.7%
17 | CCN(CC)S(=O)(=O)c1ccc(N(C)C)c(NC(=O)CSCc2c(C)noc2C)c1 | 14.0% | -10.6% | 20.6% | 0.9% | nt | 13.4% | 0.7% | -14.3% | 0.0%
18 | COc1nc(-c2ccccc2)ccc1-c1noc(-c2ccccc2)n1 | -6.1% | 0.7% | 14.7% | 3.5% | -32.8%[12.7 µM] | 42.1%[activator] | -4.4% | -7.9% | -4.4%
19 | Cc1ccccc1Cn1ccc(NC(=O)c2cnn3c(C(F)(F)F)cc(-c4ccco4)nc23)n1 | -1.0% | -7.1% | 26.9% | 4.5% | -2.8%[12.7 µM] | -11.8% | 0.0% | -2.4%[60.1 µM] | -4.1%
20 | Cc1ccc(S(=O)(=O)N2C[C@@H]3[C@H]4CC[C@H](C4)[C@@H]3[C@@H](C)[C@@H]2c2cccn2Cc2ccccc2)cc1 | -9.6% | nt | ? | nt | nt | nt | -21.5% | -9.4% | nt
21 | COc1ccc(C2(C)ON(c3ccccc3C(F)(F)F)C2=O)cc1 (configuration not stated) | 1.9% | nt | 19.7% | nt | 1.7%[2.33 µM] | 2.7% | -20.3% | -6.1% | nt
22 | C(=C\c1ccncc1)/c1ccncc1 | 0.8% | 7.2% | 1.6% | 7.1% | 11.7% | -6.1% | -13.1% | -0.5% | -1.4%
23 | C=CCn1c(SCC(=O)Nc2ccc3c(c2)OCO3)nc2ccccc2c1=O | -0.2% | 0.8% | 58.2%[activator] | 4.9% | -20.5%[2.33 µM] | -12.5% | -11.6% | -5.5% | -4.6%
24 | Cc1cc(C)c2sc(NC(=O)c3ccc(N4C(=O)CCC4=O)cc3)nc2c1 | -3.0% | -7.5% | -16.5% | 2.9% | 5.2% | -6.4% | -14.0% | 3.4% | -3.6%
25 | O=C(NCC1CC1)c1cccc2c1C(=O)c1ccc(-c3ccc(OC(F)(F)F)cc3)cc1S2(=O)=O | 8.3% | nt | 16.0% | nt | nt | nt | -0.1% | -9.8% | nt
26 | O=C(Cn1cc(C(F)(F)F)cc(Cl)c1=O)NCc1ccccc1 | 8.5% | -3.7% | 30.8%[activator] | 42.6% | 12.2% | 8.9% | -4.0% | -12.4% | -0.2%
27 | CC(=O)c1cc(-c2ccc(F)cc2)n(CCC(=O)Nc2nc3ccc(C)cc3s2)c1C | nt | -2.5% | 15.9% | ? | -31.2%[59 µM] | -0.4% | -22.6% | -7.7%[60.1 µM] | -3.5%
28 | CC(=O)NC(c1ccc(Cl)cc1)c1c(O)ccc2ccc(O)cc12 (configuration not stated) | 2.5% | -13.5% | -17.9% | 0.1% | 39.8µM* | -27.4% | -5.7% | -8.9% | -10.3%
29 | Cc1nc(SCC(=O)NC(=O)NC2CCCCC2)nc(C)c1C | -8.8% | -14.5% | 137.0%[activator] | 28.3% | 14.1µM* | 10.6% | -9.4% | -8.6% | -1.3%
30 | CCOC(=O)N/N=C(/C)c1ccc([N+](=O)[O-])o1 | 25.6% | -16.4% | nt | -1.3% | -5.1%[59 µM] | 2.5%[57.1 µM] | nt | nt | -2.2%
31 | CC1CN(C(=S)Nc2ccc(Br)cc2Cl)CC(C)O1 (configuration not stated) | 3.6% | -17.2% | -9.7% | 30.6% | 20.9% | -9.8% | -10.2% | -10.3% | -3.8%
32 | Cn1c(SCC(=O)OC2CCCCC2)nnc1-c1ccco1 | 4.9% | -2.5% | -3.8% | -0.8% | ? | 17.4% | 7.2% | -11.5% | 1.5%
33 | CC(=O)c1cccc(NC(=O)c2cc(-c3cccs3)on2)c1 | 7.4% | 7.7% | -0.8% | 37.2% | 23.6% | 6.9% | -13.1% | -0.2% | -0.4%
34 | CC(=O)N1[C@H](Cc2ccccc2)C=C[C@]1(C)C(=O)NCCN1CCOCC1 | 47.5%&-4.0%[activator] | -3.2%&-6.4% | 20.6% | 16.1% | ? | -31.1% | 1.1% | 1.2% | -0.4%&4.2%
35 | CCOC(=O)C1=C(C)N(CC(C)C)C(=O)/C1=C\c1ccc(OCC(=O)Nc2ccccc2)cc1 | -1.6% | ? | 12.5% | 16.8% | 50.1µM* | -37.1%[57.1 µM] | -3.8% | -11.8% | -8.4%
36 | CC1CCN(c2nc3c(c(=O)[nH]c(=O)n3C)n2CCCc2ccccc2)CC1 | 3.4% | 3.1% | 32.1%[activator] | 1.5% | -35.7% | -8.0% | -3.0% | -1.4% | -2.9%
37 | CCOc1ccc(NC(=O)CN2CCN(CC(=O)Nc3cc(OC)cc(OC)c3)CC2)cc1 | 10.4% | -3.2% | 2.7% | 2.8% | ? | 0.6% | -5.0% | -2.4% | 1.7%
38 | CCOc1ccccc1NC(=O)C1CCCN(C(=O)NCc2ccccc2)C1 (configuration not stated) | -1.8% | -9.1% | -3.4% | -0.9% | 2.8%[59 µM] | -2.4% | -4.0% | -6.9% | -1.1%
39 | CCN(CC)S(=O)(=O)c1ccc(OC)c(NS(=O)(=O)Cc2ccccc2)c1 | 19.8% | -14.7% | 43.3%[activator] | 38.3% | -5.0% | 4.1% | -15.7% | -12.7% | -0.9%
40 | Cc1sc2ncnc(N)c2c1C | 6.4% | 13.7% | 9.9% | 32.2% | nt | -17.3% | 6.7% | -11.7% | -9.8%
41 | CN1CCCCc2c1nc1c(c2N)CCCC1 | 0.1% | -9.3% | -8.2%[58.9 µM] | 5.2% | ? | ? | -6.8% | -17.5% | 0.2%
42 | COc1ccc(C(=O)Nc2cc(C)on2)cc1OC | 1.3% | 1.3% | 37.4%[activator] | 46.6% | nt | ? | -4.6% | 11.4% | 1.3%
43 | CN(CCOc1ccccc1)C(=O)c1cc(COc2c(F)cccc2F)on1 | 26.8% | -23.8% | 18.1% | 0.4% | ? | 20.9%[57.1 µM] | -22.7% | 0.1% | -7.6%

Molecules listed so far with two or more sulfur atoms, in the order listed:
# | molecule | APEX1 inh | Apoferritin bind | POLI inh | Pol beta inh | G9a block | BAZ2B block | Pol eta inh | POLK inh | BLM helicase inh
17 | CCN(CC)S(=O)(=O)c1ccc(N(C)C)c(NC(=O)CSCc2c(C)noc2C)c1 | 14.0% | -10.6% | 20.6% | 0.9% | nt | 13.4% | 0.7% | -14.3% | 0.0%
39 | CCN(CC)S(=O)(=O)c1ccc(OC)c(NS(=O)(=O)Cc2ccccc2)c1 | 19.8% | -14.7% | 43.3%[activator] | 38.3% | -5.0% | 4.1% | -15.7% | -12.7% | -0.9%

Screens deposited in PubChem by National Center for Advancing Translational Sciences (NCATS).
